High-throughput results deposited in PubChem BioAssay by National Center for Advancing Translational Sciences (NCATS).
G9a block: inhibitors of human histone lysine methyltransferase G9a; Potency, µM (doses to about 102 µM), for the others: top-dose activity, negative = inhibition, usual class: inhibitors; Q96KQ7; G9a H3K9 monomethylation, AlphaScreen, 2 h; 350,000 compounds, 8.8% hits; further: on the % scale 0 is the no-effect control and ±100 the full control effect; nearly all actives have a fitted effect of over 75% in size
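AlphaScreen detection with an anti-monomethyl H3K9 antibody quantified product after a 2 h room-temperature reaction containing 500 nM biotinylated H3K9 peptide, 20 µM SAM and 20 nM enzyme, which had been preincubated 15 min with compound.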
Pol beta inh: inhibitors of human DNA polymerase beta; P06746; Pol beta primer extension/strand displacement, fluorescence kinetic; Potency, µM (highest dose often 114 µM), without a hit: at the top dose activity change, negative = inhibition, actives largely listed as inhibitors; 340,000 compounds, 1.3% hits; further: on the % scale 0 is the no-effect control and ±100 the full control effect
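Values derive from four-parameter Hill fits of normalized kinetic data: reads at 0 and 10 min following addition of 50 nM substrate to 10 nM Pol beta preincubated 15 min with compound.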
BLM helicase inh: blocks DNA unwinding by human BLM helicase; recombinant BLM DNA unwinding, fluorescence dequenching; Potency, µM (highest dose often 56.1 µM), inactives show at the highest dose activity change, negative = inhibition, usual class: inhibitors; 350,000 compounds, 0.2% hits;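 further: plate controls were vehicle for no effect and no enzyme for full effect; nearly all actives have a fitted effect of over 35% in size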
Pol kappa inh: DNA polymerase kappa (human) inhibition | Potency, µM (titrated, usually from 107 µM), without a hit: top-dose activity, negative = inhibition, actives largely listed as inhibitors | purified Pol kappa, fluorescent DNA synthesis assay, 10 min | 400,000 compounds, 0.53% hits | Q9UBT6; further: on the % scale 0 is the no-effect control and ±100 the full control effect
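Activity was followed as the change in fluorescence between reads at 0 and 10 min after starting the reaction with 50 nM substrate. Beforehand, 10 nM polymerase had been preincubated with compound for 15 min at room temperature.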
JMJD2A Tudor inh: JMJD2A Tudor domain (human) inhibition; O75164; AlphaScreen JMJD2A-Tudor / H3K4me3 peptide binding; Potency, µM (doses to about 114 µM), without a hit: at the top dose activity change, negative = inhibition, hits mostly inhibitors; 390,000 compounds, 4.4% hits; AID 504339; further: on the % scale 0 is the no-effect control and ±100 the full control effect; nearly all actives have a fitted effect of over 50% in size
Target sequence (O75164 whole entry, looked up, the tested form may be a part): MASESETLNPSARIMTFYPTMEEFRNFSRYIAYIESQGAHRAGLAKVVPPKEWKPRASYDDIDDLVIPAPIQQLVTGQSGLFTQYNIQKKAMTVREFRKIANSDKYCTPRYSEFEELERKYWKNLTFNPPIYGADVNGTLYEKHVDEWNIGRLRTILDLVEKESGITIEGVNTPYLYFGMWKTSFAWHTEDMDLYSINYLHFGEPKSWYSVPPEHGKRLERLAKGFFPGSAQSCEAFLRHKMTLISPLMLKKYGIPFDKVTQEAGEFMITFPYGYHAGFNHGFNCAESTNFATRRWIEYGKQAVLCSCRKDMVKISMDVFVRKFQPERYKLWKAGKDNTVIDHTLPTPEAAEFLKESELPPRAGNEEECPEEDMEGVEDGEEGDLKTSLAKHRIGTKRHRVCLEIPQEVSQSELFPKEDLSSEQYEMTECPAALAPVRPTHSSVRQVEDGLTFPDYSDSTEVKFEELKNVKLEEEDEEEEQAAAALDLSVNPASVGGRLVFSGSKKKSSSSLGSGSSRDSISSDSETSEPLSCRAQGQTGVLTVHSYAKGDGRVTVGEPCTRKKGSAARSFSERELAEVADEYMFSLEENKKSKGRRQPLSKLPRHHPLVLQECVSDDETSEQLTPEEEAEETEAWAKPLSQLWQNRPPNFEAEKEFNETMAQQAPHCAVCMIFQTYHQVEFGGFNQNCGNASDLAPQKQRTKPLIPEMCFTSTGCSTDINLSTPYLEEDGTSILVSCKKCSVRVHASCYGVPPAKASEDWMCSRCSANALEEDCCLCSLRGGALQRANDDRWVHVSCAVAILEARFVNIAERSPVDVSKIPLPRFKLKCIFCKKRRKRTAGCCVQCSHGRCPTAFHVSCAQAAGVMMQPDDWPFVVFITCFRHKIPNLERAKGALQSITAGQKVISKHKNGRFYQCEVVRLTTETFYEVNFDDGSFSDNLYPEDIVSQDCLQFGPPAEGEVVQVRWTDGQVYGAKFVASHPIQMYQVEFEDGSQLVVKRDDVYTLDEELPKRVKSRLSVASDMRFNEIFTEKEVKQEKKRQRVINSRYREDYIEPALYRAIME
Pol iota inh: DNA polymerase iota (human) inhibition; Pol iota fluorescent replication assay, 10 min; Potency, µM (titrated, usually from 115 µM), inactives show top-dose activity, negative = inhibition, most hits filed as inhibitors; 390,000 compounds, 1% hits; AID 588590
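Pol iota at 10 nM preincubated 15 min with compounds at room temperature; reaction started with fluorescent substrate, 50 nM final. Fluorescence read kinetically at 0 and 10 min; buffer-only wells as negative control.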
BAZ2B block: blocks human BAZ2B; Q9UIF8; AlphaScreen BAZ2B-H3K14Ac peptide displacement; Potency, µM (series often up to 114 µM), for inactives: at the top dose activity change, negative = inhibition, hits mostly inhibitors; 360,000 compounds, 4.4% hits; further: on the % scale 0 is the no-effect control and ±100 the full control effect; nearly all actives have a fitted effect of over 60% in size
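Compounds, titrated to a top concentration of 110 uM, were incubated 30 min at room temperature with preformed BAZ2B/acetyl-K14 H3 peptide complex (50 nM each). Proximity signal was measured by AlphaScreen after 20 min with beads.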
APEX1 inh: blocks human APE1 abasic DNA cleavage. recombinant APE1, TAMRA/BHQ-2 abasic DNA cleavage fluorescence. AID 2517. 350,000 compounds, 0.35% hits. Potency, µM (highest dose often 65.8 µM), without a hit: top-dose activity change, negative = inhibition, actives largely listed as inhibitors;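 further: plate controls were vehicle for no effect and reference inhibitor for full effect; nearly all actives have a fitted effect of over 55% in size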
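0.75 nM APE1 + cpd, 15 min RT; start w/ 50 nM TAMRA/BHQ-2 THF-abasic dsDNA; kinetic fluor 525/598 nm ×3 reads @60 s; Δ(read3−read1); normalized to DMSO and NSC13755 control wells.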
POLH inh: DNA polymerase eta (human) inhibition; recombinant Pol eta, fluorescent DNA replication assay; AID 588591; 390,000 compounds, 1.2% hits; Potency, µM (highest dose often 114 µM), for the others: at the highest dose activity change, negative = inhibition, most hits filed as inhibitors; Q9Y253; further: on the % scale 0 is the no-effect control and ±100 the full control effect
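Pol eta at 10 nM preincubated with compounds 15 min at room temperature; reaction started with fluorescent substrate (50 nM final) and read kinetically at 0 and 10 min.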
* hit, by the source's call; ? = inconclusive; / = not tested or not shown; & = joins results of further samples; [ ] = remark or other dose. The call rests on the fitted dose curve; in most records, active means well fitted curve in the direction sought with a large enough effect; inconclusive means small, poorly fitted or top-dose-only effect, or another doubt; inactive means no such curve, though single readings can be large; an effect the other way counts as inactive or inconclusive. Potency means the concentration at half of the fitted maximal effect. Some of the compounds tested (hit frequency here may not be typical).

SMILES	G9a block	Pol beta inh	BLM helicase inh	Pol kappa inh	JMJD2A Tudor inh	Pol iota inh	BAZ2B block	APEX1 inh	POLH inh
O=C(NCc1ccccc1)c1nc[nH]c1C(=O)NCc1ccccc1	50µM*	-29%	-5%	-4%	-10%	-3%	?	-4%	-16%
CCN(CC)c1ccc(C=N/C(C#N)=C(\N)C#N)cc1	-8%[2.33 µM]	21%	-6%	-10%	-21%	20%	?	-4%	21%
CCSc1nnc(-c2cccc(S(=O)(=O)N(CC)CC)c2)n1Cc1ccccc1	0%[59 µM]	0%	0%	-1%	-6%	6%	5%	5%	-13%
NC(=O)c1nsc(C(=O)N(Cc2ccco2)C(C(=O)NCC2CCCO2)c2ccc(F)cc2)c1N (stereo not given)	-3%	-22%	0%	-2%	-12%	20%	-2%	45%[activator]	10%
Cc1ccc(S(=O)(=O)Nc2c(C)n(C)n(-c3ccccc3)c2=O)cc1C(=O)NCc1ccco1	/	/	/	-25%	-15%	-6%	/	/	-11%
CC(C)(C)C(=O)Nc1cc2c3c(c1)CCN3C(=O)CC2	8%[59 µM]	87%	0%	5%	5%	13%	-12%	23%	-12%
CC(Sc1nnc2c(n1)C1CCC2(C)C1(C)C)C(=O)Nc1ccccc1 (stereo not given)	-50%[59 µM]	14%	2%	-6%	-11%	6%	-13%	-11%	-20%
Nc1nonc1-n1nnc(C(=O)N/N=C/c2ccc(Cl)cc2Cl)c1CN1CCCCC1	35µM*	26%	-2%	2%	-6%	68%[activator]	-5%	49%[activator]	-15%
O=C(CNC(=O)c1cccc(Br)c1)N/N=C/c1ccc2c(c1)OCO2	16%[59 µM]	-19%	-6%	-3%	-4%	-4%	3%	26%[12.4 µM]	5%
CCSc1nnc([C@H](Cc2ccccc2)NC(=O)OC(C)(C)C)o1	-1%[59 µM]	8%	-10%	-4%	-12%	-9%	4%	4%	3%
COc1cccc(NS(=O)(=O)CC23CCC(CC2=O)C3(C)C)c1 (stereo not given)	-4%[59 µM]	0%	-2%	-14%	-3%	10%	8%	-3%	4%
CC(C)(C)n1nc2c(c1NC(=O)c1ccco1)CS(=O)C2 (stereo not given)	-31%	-9%	1%	-15%	1%	53%[activator]	5%	1%	-3%
O=C(Nc1cccnc1)c1ccc(Cl)c(Cl)c1	-40%	-4%	-13%	7%	9%	7%	-5%	26%	-7%
COc1ccccc1-c1nc(SCC(=O)NCc2ccco2)c2c(=O)n(C)c(=O)n(C)c2n1	/	4%	-11%	1%	-1%	-12%	5%	7%	-11%
CC(C)(c1ccccc1)c1ccc(OCc2ccc(C(=O)O)o2)cc1	?	/	/	-10%	?	-1%	-36%	9%	0%
COc1ccc(C(=O)CSc2nnc(-c3ccccc3)o2)cc1	20%	-1%	-15%	-11%	-8%	7%	16%	-1%	-7%
CC1CCC(NS(=O)(=O)c2ccc3c(c2)CC(=O)N3)CC1 (stereo not given)	/	22%	1%	-5%	-3%	-11%	-11%	9%	-7%
COc1ccccc1N1CCN(C(c2ccc(C)cc2)c2nnnn2C(C)C)CC1 (stereo not given)	?	25%	-4%	-14%	-14%	11%	-31%	?	-27%
CCOC(=O)C1=C(C)Nc2sc(C(=O)c3ccc(F)cc3)c(N)c2C1c1ccc(C(=O)OC)cc1 (stereo not given)	?	-3%	-10%	4%	-21%	-20%	8%	5%	?
CCc1nccn1C(=O)c1cnn2c(C(F)F)cc(-c3ccccc3)nc12	-50%[59 µM]	1%	2%	/	/	/	-2%	-5%	/

Three compounds out of the list, sorted by number of heavy atoms, rising.
SMILES	G9a block	Pol beta inh	BLM helicase inh	Pol kappa inh	JMJD2A Tudor inh	Pol iota inh	BAZ2B block	APEX1 inh	POLH inh
CC(C)(C)n1nc2c(c1NC(=O)c1ccco1)CS(=O)C2 (stereo not given)	-31%	-9%	1%	-15%	1%	53%[activator]	5%	1%	-3%
COc1ccc(C(=O)CSc2nnc(-c3ccccc3)o2)cc1	20%	-1%	-15%	-11%	-8%	7%	16%	-1%	-7%
CCc1nccn1C(=O)c1cnn2c(C(F)F)cc(-c3ccccc3)nc12	-50%[59 µM]	1%	2%	/	/	/	-2%	-5%	/

(continued)
SMILES	G9a block	Pol beta inh	BLM helicase inh	Pol kappa inh	JMJD2A Tudor inh	Pol iota inh	BAZ2B block	APEX1 inh	POLH inh
Cc1ccc(N(CC(O)Cn2c3ccccc3c3ccccc32)S(C)(=O)=O)c(C)c1 (stereo not given)	-29%	20%	-15%	-1%	-25%	-10%	-35%	-10%	-21%
O=c1c(-c2ccccc2)nc2cncnc2n1-c1ccccc1	0%[0.501 µM]	/	-1%	-7%[60.1 µM]	/	/	/	-5%	/
COc1ccccc1C(=O)Nc1nnc(S(=O)(=O)N2CCCCC2)s1	19%	-5%&-1%	-4%&-1%	-9%&2%	-3%&-32%	-9%&0%	-19%&-34%	16%	-2%&-11%
CC1CCN(CCCN2C(=O)C3C(C(=O)Nc4ccc(Cl)cc4)C4C=CC3(O4)C2C(=O)NC2CCCCC2)CC1 (stereo not given)	40µM*	-28%	-1%	-3%	-15%	0%	-3%	32%	0%
CCCC(=O)c1cc(-c2nc3ccccc3n2C)n(C)c1	?	-1%	-2%	-4%	-19%	11%	-5%	-1%	-12%
Nc1ccccc1C(=O)Nc1cccc(C(=O)O)c1	32%[12.7 µM]	26%	1%	-6%[60.1 µM]	-8%	12%	4%	14%	-3%
O=C1CCC(/C=C/c2ccccc2)=NN1Cc1ccc(F)cc1	90%[activator]	10%	-9%	-9%	9%	33%[activator]	20%	7%	-12%
COc1ccc(-c2noc(CN(C)S(=O)(=O)c3ccc(Cl)cc3)n2)cc1OC	12%[12.7 µM]	1%	-9%	-5%	1%	43%[activator]	3%	-6%	-21%
CCOc1cc2c(cc1OCC)C(c1ccc(F)cc1)NCC2 (stereo not given)	/	/	/	-5%	-11%	21%	/	/	-21%
CCC(CC)C(=O)Nc1nnc(S(=O)(=O)Nc2ccccc2C)s1	?	12%	0%	4%	2%	-4%	1%	-5%	-6%
O=C(COC(=O)c1ccc(O)cc1)NC(=O)NCc1ccccc1	8%[12.7 µM]	/	/	-19%	-16%	-14%	-1%	-16%	-8%
O=C(NCCC(=O)N1CCC2(CC1)NCCc1[nH]cnc12)c1cccc(C(F)(F)F)c1	14%	12%	0%	-8%	17%	10%	-16%	25%	-10%
O=C(CSc1ncccn1)N/N=C/c1ccc2c(c1)OCO2	49%	-1%	0%	-5%	-18%	-3%	-14%	15%	-10%
CC(Oc1ccccc1)C(=O)NC1=NCCS1 (stereo not given)	?	-21%	-1%	-15%	32µM*	21%	-28%	8%	2%
NS(=O)(=O)c1ccc(NC(=S)NC(=O)c2ccco2)cc1	56µM*	-17%&-11%	2%&0%	-3%	25µM*	0%	-20%&7%	1%&2%	2%
OCC[C@@H]1C[C@H](O)[C@@H](O)[C@@]2(CCCc3ccccc3O2)O1	28µM*	20%	0%	-6%	-21%	14%	-18%	24%	1%
CC(C)(C)OC(=O)N1CCC(c2c(C(=O)N3CCN(C(=O)c4ccco4)CC3)cnn2-c2ccc(F)cc2F)CC1	-32%[59 µM]	34%&-2%	0%&3%	2%&-8%	-17%&-15%	26%&27%	-4%	-9%	-2%&-8%
Cc1ccc(C(=O)CSc2nc(-c3ccccc3)nc3c2CCCC3)c(C)c1	19%[59 µM]	2%	-4%	-8%	27%	40%[activator]	29%	/	-14%
CC(C)c1ccc(C(=O)OCC(=O)NC2CCCC2)cc1	20%	0%	-2%	-10%	-8%	-6%	13%	-11%	-3%
Cc1nnsc1C(=O)N1CCC(C(=O)c2ccccc2)CC1	36%	-25%	0%	-8%	-5%	148%[activator]	-13%	-6%	-12%
Nc1ncnc(N2CCOCC2)c1N	10%	7%	6%	-1%	-6%	64%[activator]	0%	-10%	-5%
Cc1cc(C)n(-c2nc3ccccc3c(=O)n2OC2CCCCC2)n1	8%	-23%	-1%	-20%	-3%	1%	4%	4%	-7%
CC(C)=NOC(=O)c1ccc(-c2ccccc2)cc1	5%	18%	0%	-9%	5%[57.1 µM]	-12%	11%	1%	-22%
COc1ccc(NC(=O)CN(C)S(=O)(=O)c2cnc[nH]2)cc1	5%[59 µM]	20%&20%	0%&-2%	-4%&-13%	-12%&-8%	-11%&-12%	-1%&1%	-5%	3%&-2%
O=[N+]([O-])c1ccc(N2CCN(S(=O)(=O)c3ccccc3)CC2)cc1NCC1CCCO1 (stereo not given)	24%[59 µM]	20%	-2%	-7%	-33%	10%	-5%	7%	-19%

Ordered by molecular weight (rising): some entries from above
SMILES	G9a block	Pol beta inh	BLM helicase inh	Pol kappa inh	JMJD2A Tudor inh	Pol iota inh	BAZ2B block	APEX1 inh	POLH inh
Nc1ncnc(N2CCOCC2)c1N	10%	7%	6%	-1%	-6%	64%[activator]	0%	-10%	-5%
CC(Oc1ccccc1)C(=O)NC1=NCCS1 (stereo not given)	?	-21%	-1%	-15%	32µM*	21%	-28%	8%	2%
OCC[C@@H]1C[C@H](O)[C@@H](O)[C@@]2(CCCc3ccccc3O2)O1	28µM*	20%	0%	-6%	-21%	14%	-18%	24%	1%
Cc1nnsc1C(=O)N1CCC(C(=O)c2ccccc2)CC1	36%	-25%	0%	-8%	-5%	148%[activator]	-13%	-6%	-12%
O=C(CSc1ncccn1)N/N=C/c1ccc2c(c1)OCO2	49%	-1%	0%	-5%	-18%	-3%	-14%	15%	-10%
COc1ccc(NC(=O)CN(C)S(=O)(=O)c2cnc[nH]2)cc1	5%[59 µM]	20%&20%	0%&-2%	-4%&-13%	-12%&-8%	-11%&-12%	-1%&1%	-5%	3%&-2%
NS(=O)(=O)c1ccc(NC(=S)NC(=O)c2ccco2)cc1	56µM*	-17%&-11%	2%&0%	-3%	25µM*	0%	-20%&7%	1%&2%	2%
Cc1cc(C)n(-c2nc3ccccc3c(=O)n2OC2CCCCC2)n1	8%	-23%	-1%	-20%	-3%	1%	4%	4%	-7%
Cc1ccc(C(=O)CSc2nc(-c3ccccc3)nc3c2CCCC3)c(C)c1	19%[59 µM]	2%	-4%	-8%	27%	40%[activator]	29%	/	-14%
CC(C)(C)OC(=O)N1CCC(c2c(C(=O)N3CCN(C(=O)c4ccco4)CC3)cnn2-c2ccc(F)cc2F)CC1	-32%[59 µM]	34%&-2%	0%&3%	2%&-8%	-17%&-15%	26%&27%	-4%	-9%	-2%&-8%
